Compound activity from PubChem BioAssay.
FN deposition inh: fibronectin deposition inhibition; AH1F fibroblasts, Alexa488-fibronectin deposition fluorescence, overnight; inhibition, % at 12.6 µM; 0.086% of 350,000 active;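 active = mean inhibition across replicates of 30% or more, regardless of how many single replicates reach that level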;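 also: positive control wells lacked labelled fibronectin entirely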
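Assay system: AH1F fibroblasts assembling fluorescent fibronectin matrix; Amount: 10000 AH1F cells per well; Buffer or medium: DMEM, 2% serum; Probe or stimulus: Alexa488-fibronectin, 24 nM final in well; Doses: single compound dose, delivered by pin transfer; Incubation: 1 h adhesion, overnight exposure; Measured by: fluorescence 485/525 nm; Read-out: fibronectin deposition inhibition.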
LGR2 inh: blocks bursicon-induced cAMP signaling via Drosophila LGR2; HEK293 LGR2, CRE-luciferase, bursicon-stimulated, 4 h; inhibition, % at 9.99 µM; 0.35% of 380,000 active; AID 720647;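 active = drop in luminescence signal, shown as inhibition above about 50% in the replicate tests, limit read from the data, passing the limit was not always enough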;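 also: agonist challenge used bursicon conditioned medium at about half maximal strength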
PAX8 inh HTS: inhibitors of PAX8 transcriptional activity in RMG-I cells; inhibition, % at 12.6 µM; 1.2% of 360,000 active; AID 652154; RMG-I TPO-luciferase reporter, SteadyGlo, 24 h;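 active = mean replicate inhibition at least 60% with every replicate also reaching 60%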;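 also: luciferase light reporting Pax8 driven TPO promoter activity; plate controls were median of neutral control wells for no effect and mitoxantrone controls for full effect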
EWS-Fli block: EWS/Fli transcriptional activity inhibition; 0.67% of 350,000 active; inhibition, % at 12.6 µM; A673 NR0B1-luciferase reporter, viability-normalised; AID 651661;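 active = mean inhibition of at least 50% after viability correction, with every replicate also passing that limit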;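 also: firefly luciferase signal divided by Alamar Blue viability fluorescence both relative to DMSO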
Cneo AK release: causes C. neoformans cell lysis. adenylate kinase release luminescence, 4 h; normalised: neutral wells 0, clomiphene wells 100. lysis activity, % at 15 µM. 0.2% of 360,000 active. AID 651654;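 active = mean lysis activity across replicates of at least 80%, whatever share of replicates individually reach that level; inactive = mean lysis activity below 80%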
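Material – log-phase Cryptococcus neoformans yeast cells · Input – 5 × 10^6 yeast cells/mL · Medium – fresh YPD growth medium · Doses – single compound concentration per well · Timing – static 4 h at 37 °C with compound, 1 h detection · Detection – adenylate kinase release luminescence · Read-out – signal increase indicating cell lysis · Control set – Clomiphene as positive lysis control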
PGC1a acetyl inh: modulators of PGC1a acetylation; 0.17% of 350,000 active; U2OS PGC1a acetylation, AlphaScreen anti-acetyl-lysine; with virally co-expressed GCN5 acetyltransferase; AID 651687; inhibition, % at 15.6 µM;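 active = every replicate shows inhibition of at least 40%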;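 also: 0% = neutral control wells and 100% = positive control wells; some results beyond the cut were filed as inactive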
miR-122 sensor: inhibitors of miR-122 in Huh7 cells; Huh7 miR-122 Renilla luciferase sensor, 48 h; neutral wells = 0, positive control = 100; activation (reporter increase), % at 12.5 µM; 0.3% of 340,000 active; AID 602342;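 active = mean replicate activation score at least 90 and every replicate individually at or above 90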;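 also: higher luciferase means less miR-122 activity so hits act as miR-122 inhibitors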
CASP6 VEID inh: blocks human caspase-6 cleavage activity. 0.53% of 350,000 active. purified caspase-6, Z-VEID-R110 cleavage fluorescence. inhibition, % at 12.5 µM. P55212;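 active = mean inhibition across replicates at least about 35%, with every replicate also reaching that limit, limit read from the data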;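 also: 0% = median of neutral control wells and 100% = no fluorescence left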
Target sequence (P55212 24-179 limits assumed): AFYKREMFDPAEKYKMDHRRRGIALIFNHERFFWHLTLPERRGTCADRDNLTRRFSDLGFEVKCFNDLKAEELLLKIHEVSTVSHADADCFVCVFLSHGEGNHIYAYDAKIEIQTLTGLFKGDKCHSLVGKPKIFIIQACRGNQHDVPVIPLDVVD
Target sequence (P55212 194-293 limits assumed): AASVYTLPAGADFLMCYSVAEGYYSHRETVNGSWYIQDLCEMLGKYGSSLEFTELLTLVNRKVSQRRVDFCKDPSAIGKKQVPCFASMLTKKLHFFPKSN
* hit, by the source's call; . = not tested or not shown; & = joins results of further samples; [ ] = another dose, or the depositor's remark. An unsorted share of the library; 2.5% or so of the library scored in one or more.

entry	Compound	FN deposition inh	LGR2 inh	PAX8 inh HTS	EWS-Fli block	Cneo AK release	PGC1a acetyl inh	miR-122 sensor	CASP6 VEID inh
1	CCOc1ccc(CCN2C(=O)C(=O)N([C@@H](CC(C)C)CN3CCC[C@@H]3CN3C(=O)C(=O)NC[C@@H]3Cc3ccccc3)C[C@@H]2Cc2ccc(O)cc2)cc1	5.4	6.3	0.6	11.7	-2.5	10.8	-6.4	-2.6
2	COc1ccc(NC(=O)CCCN2C(=O)C(c3ccccc3)Oc3cccnc32)cc1 (configuration not stated)	-3.1	-24.0	-9.7	.	0.3	.	2.8	1.0
3	COC(=O)[C@]12CCCCC=C1N(Cc1ccc3c(c1)OCO3)C(=O)[C@H](CC(=O)N1CCCCC1)C2	5.7	.	-10.6	-0.5	.	.	.	-0.5
4	COc1cccc(CNC(=O)C2CCN(c3ncnc4c3nc3n4CCCCC3)CC2)c1	-8.1	6.5	-9.1	.	-0.6	.	-5.2	-1.6
5	COc1ccc(CC(N)c2csc(NC(=O)c3ccc(F)cc3)n2)cc1 (configuration not stated)	8.0	12.7	3.4	-8.0	2.1	5.1	.	0.3
6	CCC(C)[C@H](NC(=O)N1CCn2c1nc1ccccc12)C(=O)NCCc1ccccc1 (some centres not stated)	5.7	-9.0	6.8	.	9.7	3.2	7.8	0.7
7	COc1ccccc1NS(=O)(=O)c1cccc(NC(=O)Nc2ccccc2)c1	-7.3	26.8	-0.7	-19.3	-2.5	-10.4	67.9	3.2
8	COc1cc(NC(=O)c2ccccc2)ccc1NC(=O)Cc1ccccc1	7.8	-0.5	-11.8	-21.5	4.1	-2.8	6.4	-1.5
9	C[C@H](CO)N1C[C@H](C)[C@@H](CN(C)S(=O)(=O)c2cn(C)cn2)Oc2c(NC(=O)Nc3ccc4c(c3)OCO4)cccc2C1=O	4.7&-0.9	9.5&-14.4	4.5	-9.4&0.6	4.2&-0.1	33.1&13.1	18.5[16.7 µM]	-2.0&1.8
10	CC/C(O)=C1\C(=O)CC(c2ccccc2)CC1=NC(C)C (configuration not stated)	.	-18.3	8.9	-17.0	1.1	.	21.4	.
11	COc1cccc(C(=O)N2C[C@@H]3[C@H](c4ccccc42)[C@@H](CO)N3Cc2ccccc2F)c1	.	2.8	17.6	-2.4	-5.5	-3.8	-8.3[16.7 µM]	-0.1
12	Cc1nc(C)c(C(=O)C2=C(O)C(=O)N(CCN3CCOCC3)C2c2cccs2)s1 (configuration not stated)	0.9	.	.	.	-0.1	-6.7	-3.1	.
13	CCN=C1SC(C(=O)Nc2ccc(OCC)cc2)CC(=O)N1CC (configuration not stated)	-11.4	-0.8	5.8	3.0	.	-2.4	11.8	-1.5
14	COCCNC(=O)/C(C#N)=C/c1ccc2c(c1)OCO2	5.3	-31.1	-10.2	-10.1	.	4.9	-8.4	-1.7
15	COc1ccc(CNC(=O)C(c2cccc(C)c2)N(C(=O)c2csnn2)C2CC2)cc1 (configuration not stated)	-5.1	20.0	7.4	1.8	5.8	2.3	-2.7	-0.2
16	CCC(=O)Nc1ccc2c(c1)OC[C@H](C)N(C(=O)c1ccc(F)cc1)C[C@H](C)[C@H](OC)CN(C)C2=O	-0.7	6.3	-7.4	-4.0	0.2	14.7	.	0.1
17	O=C1CCC2(CC1)NC(=O)N(c1ccccc1)N2	1.2	8.5	18.1	14.3	.	-6.0	.	2.3
18	CN(CC(=O)Nc1c(Cl)cccc1Cl)C(=O)c1cc(S(=O)(=O)N(C)C)ccc1N1CCCC1	-10.9	1.0	15.0	4.2	0.0	3.8	9.0	-22.7
19	CO[C@H]1CN(C)C(=O)c2ccc(NC(C)=O)cc2OC[C@@H](C)N(C(=O)c2ccccn2)C[C@H]1C	8.5	14.2	-19.9	1.0	1.8	7.8	-9.8[16.7 µM]	2.3
20	COc1ccc(C(=O)NCC(=O)NCc2ccncc2)cc1	0.2	-0.9	-12.0	-0.3	-0.8	.	-4.3	1.1

As a short view, three of the compounds above:
entry	Compound	FN deposition inh	LGR2 inh	PAX8 inh HTS	EWS-Fli block	Cneo AK release	PGC1a acetyl inh	miR-122 sensor	CASP6 VEID inh
6	CCC(C)[C@H](NC(=O)N1CCn2c1nc1ccccc12)C(=O)NCCc1ccccc1 (some centres not stated)	5.7	-9.0	6.8	.	9.7	3.2	7.8	0.7
7	COc1ccccc1NS(=O)(=O)c1cccc(NC(=O)Nc2ccccc2)c1	-7.3	26.8	-0.7	-19.3	-2.5	-10.4	67.9	3.2
8	COc1cc(NC(=O)c2ccccc2)ccc1NC(=O)Cc1ccccc1	7.8	-0.5	-11.8	-21.5	4.1	-2.8	6.4	-1.5

(further entries)
entry	Compound	FN deposition inh	LGR2 inh	PAX8 inh HTS	EWS-Fli block	Cneo AK release	PGC1a acetyl inh	miR-122 sensor	CASP6 VEID inh
21	C[C@@H]1CN([C@@H](C)CO)C(=O)c2cc(-c3cccnc3)cnc2O[C@H]1CN(C)C(=O)Nc1ccc(F)cc1	.	-9.0	-9.8	-4.6	0.0	-1.3	5.1[16.7 µM]	1.0
22	O=C(/C=C/NNC(=O)c1ccc(Br)cc1)c1ccccc1	.	8.0	.	.	1.8	-6.1	1.3	.
23	N#CC1=C(N)SC(N)=C(C#N)C1c1cccc(Oc2ccccc2)c1	.	-6.9	.	2.4	.	-3.6	3.3	4.5
24	O=S(=O)(NCc1cc(-c2ccccc2Cl)no1)c1ccc(Cl)cc1	-9.0	.	10.4	.	-3.5	2.8	-1.6	.
25	O=C1CCN(S(=O)(=O)c2ccccc2)C2CCCCC12 (configuration not stated)	-1.5	.	11.7	.	2.8	6.9	11.9	.
26	CCOC(=O)C(Cc1ccccc1)C(=O)NCc1ccccc1 (configuration not stated)	5.8	-1.0	18.5	7.5	1.0	3.2	-5.0	-1.8
27	Cc1c(NC(=O)c2nn(C)c(=O)c3ccccc23)c(=O)n(-c2ccccc2)n1C	0.4	.	6.6	.	0.2	-5.2	6.2	.
28	O=C(c1cccc([N+](=O)[O-])c1)N1CCCC(C(=O)N2CCCCC2)C1 (configuration not stated)	3.9	-2.4	5.1	5.0	.	1.4	-4.4	-2.1
29	[N-]=[N+]=NC(c1ccccc1)C(NC(=O)c1cc(C(F)(F)F)cc(C(F)(F)F)c1)c1ccccc1 (configuration not stated)	-2.7	-11.5	8.7	18.0	.	.	.	-3.0
30	COc1ccccc1OCCCC(=O)Nc1nnc(C2CCCO2)s1 (configuration not stated)	9.7	3.5	0.9	3.4	0.0	2.8	3.8	3.4
31	CN1C(=O)c2cc(NC(=O)Nc3ccccc3)ccc2OC[C@H]2O[C@H](CC(=O)O)CC[C@@H]21	-3.1	-3.0	-12.4	-6.5	1.9	.	.	.
32	Cc1ccccc1NC(=O)N1CCc2ccccc2C1	-10.7	-24.7	-15.7	-28.5	-3.2	4.5	2.5	-2.8
33	CCN1CCN(c2cc(C)c3cc(NC(=O)CCC(=O)Nc4ccc(OC)c(OC)c4)ccc3n2)CC1	-2.7	2.6	10.9	-5.1	-0.1	.	.	-6.2
34	CCN(CC)S(=O)(=O)c1cccc(C(=O)Oc2cccc(NC(=O)c3cccs3)c2)c1	1.1	-2.6	-13.7	.	-1.2	.	-12.4	.
35	CN(C)S(=O)(=O)c1ccc(N2CCCC2)c(C(=O)OCC(=O)N2CCN(c3ccccc3)CC2)c1	-11.4	2.6	2.1	0.2	.	.	.	8.8
36	Clc1ccc(NCn2cncn2)nc1	.	-7.0	.	.	-4.2	3.9	0.7	.
37	CO[C@@H]1CN(C)C(=O)c2ccc(NS(=O)(=O)CC(F)(F)F)cc2OC[C@H](C)N(Cc2nccs2)C[C@H]1C	-1.3	-21.3	4.9	6.0	-1.5	7.9	.	0.0
38	C/C(Cn1nnc([N+](=O)[O-])n1)=N\NC(=O)c1ccc(C)cc1	-2.8	12.8	30.7	-0.5	6.9	7.4	-2.9	-2.7
39	O=C1NC2(CCCCCC2)C(=O)N1Cc1c(F)cccc1Cl	-0.8	21.3	6.7	-0.4	3.2	0.1	-4.5	2.2
40	COc1ccc(S(=O)(=O)N(C)C[C@@H]2Oc3ccc(NC(=O)c4ccncc4)cc3CC(=O)N([C@H](C)CO)C[C@H]2C)cc1	2.1	-7.2	.	-10.4	-0.6	-2.4	-4.7[16.7 µM]	0.3

Reprinted at random: three compounds from above.
entry	Compound	FN deposition inh	LGR2 inh	PAX8 inh HTS	EWS-Fli block	Cneo AK release	PGC1a acetyl inh	miR-122 sensor	CASP6 VEID inh
40	COc1ccc(S(=O)(=O)N(C)C[C@@H]2Oc3ccc(NC(=O)c4ccncc4)cc3CC(=O)N([C@H](C)CO)C[C@H]2C)cc1	2.1	-7.2	.	-10.4	-0.6	-2.4	-4.7[16.7 µM]	0.3
22	O=C(/C=C/NNC(=O)c1ccc(Br)cc1)c1ccccc1	.	8.0	.	.	1.8	-6.1	1.3	.
38	C/C(Cn1nnc([N+](=O)[O-])n1)=N\NC(=O)c1ccc(C)cc1	-2.8	12.8	30.7	-0.5	6.9	7.4	-2.9	-2.7

(further entries)
entry	Compound	FN deposition inh	LGR2 inh	PAX8 inh HTS	EWS-Fli block	Cneo AK release	PGC1a acetyl inh	miR-122 sensor	CASP6 VEID inh
41	O=C(c1cc(-c2ccco2)on1)N1CCCc2ccccc21	.	-31.9	.	-19.8	-1.3	0.6	-1.1	4.4
42	Cc1cc2c(C)nc(N/N=C/c3ccccc3)nc2o1	6.4	-29.1	-107.4	-67.6	1.9	-2.1	-3.3	3.3
43	CCCC(=O)O/N=C(\c1ccccc1)c1ccncc1	-9.1	-15.4	-6.8	-2.2	1.8	.	.	0.0
44	COC(=O)c1ccc(N2CCCCC2)c(NS(=O)(=O)c2ccc(C)cc2)c1	.	1.3	.	-17.7	0.1	-23.4	9.9	-2.5
45	Cc1ccc(S(=O)(=O)N(C)C[C@@H]2Oc3ncc(C#CC4(O)CCCC4)cc3C(=O)N([C@@H](C)CO)C[C@@H]2C)cc1	-1.3	2.8	.	4.4	-1.4	-0.4	-2.8[16.7 µM]	-1.6
46	Cc1noc(C)c1NC(=O)Nc1ccc2c(c1)CC(=O)N([C@@H](C)CO)C[C@H](C)[C@H](CN(C)C(=O)Nc1ccc(F)cc1)O2	.	-20.6	-1.1	1.3	-2.8	-1.0	-4.2[16.7 µM]	2.2
47	Cc1ccc(C(=O)COC(=O)CN2C(=O)C3CC=CCC3C2=O)cc1C (configuration not stated)	8.1	2.6	3.5	4.2	1.0	1.7	-2.1	-1.2
48	Cc1cc(C)n(S(=O)(=O)c2ccc(Cl)cc2)n1	-5.4	-9.6	11.3	1.4	0.4	2.3	0.3	-2.4
49	OCC1=C[C@@H](O)[C@@H]2C=CO[C@@H](O[C@@H]3O[C@H](CO)[C@@H](O)[C@H](O)[C@H]3O)[C@H]12	0.0	4.2	4.8	-6.6	-4.0	11.9	-3.9	-4.6
